GPR151 ag: human GPR151 activation; Q8TDV0; PathHunter beta-arrestin GPR151 cells, luminescence; activation, % at 11.2 µM; 650,000 tested, 1% active; AID 1508602; in the data active = activation above about 4.9%;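 also: 0% = median of compound wells and 100% = cells with positive control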
Target sequence (Q8TDV0 whole entry, looked up): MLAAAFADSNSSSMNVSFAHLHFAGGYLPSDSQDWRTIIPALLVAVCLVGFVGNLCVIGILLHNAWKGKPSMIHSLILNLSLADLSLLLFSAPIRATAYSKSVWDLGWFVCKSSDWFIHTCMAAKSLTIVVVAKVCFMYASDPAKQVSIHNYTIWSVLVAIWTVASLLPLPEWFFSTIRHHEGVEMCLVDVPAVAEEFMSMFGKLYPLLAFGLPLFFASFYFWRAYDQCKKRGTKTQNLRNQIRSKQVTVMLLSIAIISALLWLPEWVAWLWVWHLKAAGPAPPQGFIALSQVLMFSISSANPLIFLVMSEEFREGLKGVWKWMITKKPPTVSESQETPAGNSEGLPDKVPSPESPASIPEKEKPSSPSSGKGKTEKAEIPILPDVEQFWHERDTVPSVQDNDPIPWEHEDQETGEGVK
MITF inh: inhibitors of human MITF; O75030; AlphaScreen MITF homodimerization, bead proximity signal; 650,000 tested, 0.91% active; inhibition, % at 2.6 µM; in the data active = inhibition above about 50%;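 also: 0% = vehicle wells with protein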
Target sequence (O75030 whole entry, looked up): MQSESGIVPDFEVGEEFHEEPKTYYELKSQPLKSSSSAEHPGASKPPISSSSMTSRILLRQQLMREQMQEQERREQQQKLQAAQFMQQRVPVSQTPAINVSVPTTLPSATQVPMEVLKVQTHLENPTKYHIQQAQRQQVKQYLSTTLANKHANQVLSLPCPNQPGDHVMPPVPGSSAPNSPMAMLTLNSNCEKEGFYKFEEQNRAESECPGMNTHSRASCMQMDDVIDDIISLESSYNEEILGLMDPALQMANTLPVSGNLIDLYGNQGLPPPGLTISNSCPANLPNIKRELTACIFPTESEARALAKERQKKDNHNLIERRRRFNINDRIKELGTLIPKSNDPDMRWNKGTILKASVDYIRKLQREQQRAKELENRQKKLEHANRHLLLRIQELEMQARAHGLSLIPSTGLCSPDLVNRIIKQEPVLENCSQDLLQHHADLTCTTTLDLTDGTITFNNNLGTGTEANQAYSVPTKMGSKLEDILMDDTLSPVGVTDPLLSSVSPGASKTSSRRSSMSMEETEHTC
TEAD-YAP block: TEAD-YAP interaction inhibition. AID 1259422. inhibition, % at 9.12 µM. HEK-TIYL cells, TEAD-Gal4/YAP UAS-luciferase luminescence. 640,000 tested, 1.4% active; in the data active = inhibition above about 32%;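 also: 0% = median of test compound wells and 100% = reference inhibitor wells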
FBW7 activator: activators of human E3 ligase FBW7 | Q969H0 | AlphaScreen FBW7–phospho-cyclin E peptide binding, activator screen | normalized activity (activation), % at 26.1 µM | 650,000 tested, 0.13% active | AID 1259310; in the data active = normalized activity above about 1.9%;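 also: purified mutant Fbw7 with reduced substrate affinity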
An asterisk follows results filed as active; . = no result given; & = joins results of further samples.

Fields: GPR151 ag | MITF inh | TEAD-YAP block | FBW7 activator
[1] Cc1cc(C(F)F)n2ncc(C(=O)N3CCC4(CC3)Nc3ccccc3-n3cccc34)c2n1
 : 0.5 | 22 | -4 | 0.0
[2] O=S(=O)(c1ccccc1)N(CC1CO1)c1cc(Cl)ccc1Cl (centres undefined)
 : 0.5 | -7 | -1 | 0.4
[3] C=CCNC(=O)C1CC(c2c(F)cccc2Cl)=NO1 (centres undefined)
 : -0.5 | 8 | 5 | -0.1
[4] CC(CNc1ccc(Cl)cc1[N+](=O)[O-])NC(=O)c1cc(F)c(F)cc1Cl (centres undefined)
 : -0.9 | 11 | -12 | 0.1
[5] COCCN=c1scc(-c2ccc3c(c2)NC(=O)CO3)n1/N=C/c1ccc([N+](=O)[O-])o1
 : 0.9 | 30 | 24 | -0.5
[6] Cc1sc2ncc(C(=O)Nc3cccc(OC(F)(F)F)c3)c(=O)n2c1C
 : -0.5 | 10 | -2 | 0.1
[7] Cc1cc(SCC(=O)Nc2sccc2C(N)=O)nc2ccccc12
 : -1.1 | 11 | 3 | 0.0
[8] CCn1cc(C(=O)O)c(=O)c2cc(F)c(NNC(=O)C3CCCCC3)cc21
 : -1.2 | 11 | 8 | 0.1
[9] Cc1nc(Oc2ccc3ccc(=O)oc3c2)c2c3c(sc2n1)CCC3
 : 1.0 | 0 | 9 | 0.1
[10] Fc1ccc(-c2cc3nc4c(c(NCCN5CCOCC5)n3n2)CCC4)cc1
 : 2.9 | 2 | -19 | 0.0
[11] Cc1c(C(=O)N2CCC(Cc3ccccc3)CC2)sc2ncnc(N3CCN(c4ccccc4)CC3)c12
 : 1.5 | 11 | 1 | -0.1
[12] CCC(C)(N)c1nnnn1-c1cccc(C)c1 (centres undefined)
 : -0.5 | 5 | 2 | 0.1
[13] COC(=O)C1(C(F)(F)F)N=C2C(Cl)=CC(Cl)=CN2C(c2ccc(C)cc2)=N1 (centres undefined)
 : -1.4 | -2 | 7 | -0.2
[14] CCN(CC)C(=O)NCC1CN(c2ccc(Cl)c(Cl)c2)C(=O)O1 (centres undefined)
 : 2.2 | -1 | 1 | 0.0
[15] CC(C)CNC(=O)CN1C(=O)NC(CC(C)C)C1=O (centres undefined)
 : -1.0 | 0 | -6 | -0.1
[16] CCOC(=O)c1ccc(N2C(=O)C(CC(=O)Nc3ccc(OCC)cc3)N(CCCN3CCC(C)CC3)C2=S)cc1 (centres undefined)
 : 1.0 | 24 | 0 | 0.1
[17] Nc1ccc2nc(CO)[nH]c2c1
 : -1.3 | -6 | -9 | 0.1
[18] CCN1CCC[C@H]1CNC(=O)c1c(OC)ccc(Br)c1OC
 : 0.6&2.4 | 7&14 | . | 0.8&0.3
[19] Cc1ccc(-n2nc3c(c2NC(=O)c2cccc(F)c2)CSC3)cc1
 : 0.7 | 2 | 8 | 0.0
[20] CC1(C)C(=O)Nc2ccccc2N1C(=O)CSc1nnc(C2CC2)n1Cc1ccccc1
 : 0.8 | 1 | 0 | -0.4
[21] CC/C(=N\NC(=O)c1ccccn1)c1cccc(Cl)c1
 : -3.3 | -9 | -11 | 0.0
[22] CC(Oc1ccc2c(c1)OCO2)C(=O)NNC(=O)NC12CC3CC(CC(C3)C1)C2 (centres undefined)
 : -0.6 | 21 | 7 | -0.1
[23] CC(=O)NCCNc1nc2c(c(=O)n(C)c(=O)n2C)n1Cc1c(F)cccc1Cl
 : 0.1 | -3 | -6 | -0.1
[24] O=C(CSc1nc2ncccc2[nH]1)Nc1ccc(F)cc1F
 : -1.2 | 1 | -1 | 0.0
[25] O=C(c1cc(-c2cccs2)on1)N1CCc2ccccc2C1
 : 0.1 | 4 | -5 | -0.1
[26] COc1ccc2c(C)nc(N3CCC(NCc4c(F)cccc4F)CC3)nc2c1
 : 0.2 | 10 | -4 | 0.1
[27] Cc1nn(C)c(C)c1-c1nc2c(NC3CCN(Cc4ccccc4)CC3)ncnc2n1C(C)C
 : 1.6 | 14 | 10 | 0.1
[28] CCCCC/C=C\C/C=C\C/C=C\C[C@@H](O)[C@@H]1CCCC(=O)O1
 : -1.9 | 10 | . | .
[29] O=C(Nc1cccnc1Cl)c1cc(-c2ccccc2O)no1
 : -0.4 | -13 | -77 | 0.0
[30] CCCCn1c(CN2CCOCC2)nc2c1c(=O)[nH]c(=O)n2C
 : -1.9 | 19 | -4 | 0.8
[31] CCOc1ccc(-c2nnc3ccc(SCC(=O)N4CCOCC4)nn23)cc1
 : -0.3 | -2 | -18 | 0.3
[32] O=C(Nc1ccc(-c2ccn[nH]2)cc1)C1CCCN(Cc2nc(-c3ccccc3)no2)C1 (centres undefined)
 : 0.7 | 0 | 29 | 0.0
[33] COc1ccc(-c2nc3ccc(C(=O)NCCc4ccc(OC)c(OC)c4)cc3nc2-c2ccc(OC)cc2)cc1
 : 1.3 | -5 | -4 | -0.1
[34] Cc1ccc(-n2c(SCc3cc(=O)n4ccccc4n3)nc3ccsc3c2=O)cc1C
 : 0.9 | -1 | 17 | 0.3
[35] CCCc1[nH]nc2c1C(c1ccc(OC)cc1)C(C#N)=C(N)O2 (centres undefined)
 : -0.6 | 0 | -3 | -0.1
[36] C=CCN(C(=O)c1ccccn1)C(C(=O)NCc1ccccc1)c1ccncc1 (centres undefined)
 : -0.7 | 1 | 2 | 0.2
[37] COc1ccc(C2N=C(c3ccccc3)C(C)(C)N2O)cc1 (centres undefined)
 : 0.8 | 4 | 8 | -0.1
[38] O=C(CCn1nc(-c2ccc(Cl)cc2)c2ccccc2c1=O)NCc1cccnc1
 : 0.3 | 0 | 12 | 0.0
[39] CCC1SC(CC)C(=O)N(CC(=O)Nc2cccc(C)c2C)C1=O (centres undefined)
 : 1.7 | 1 | -1 | 0.0
[40] Cc1cc(C)c2c(=O)n(C(=O)c3cccs3)sc2n1
 : -0.6 | 11 | 9 | -0.1
[41] O=C(Nc1ccccc1C(=O)O)c1cccc(Br)c1
 : -5.4 | 9 | -20 | -0.1
[42] COC(=O)C1=CN(c2cccc(Cl)c2)C=C(C(=O)OC)C1c1ccc(F)cc1
 : 0.3 | -23 | -3 | 0.0
[43] CCOC(=O)c1c(C)oc2ccc(N(C(C)=O)S(=O)(=O)c3ccccc3)cc12
 : -1.3 | 19 | 2 | 0.4
[44] O=[N+]([O-])c1ccc2c(c1)c(-c1ccccc1)nc1nncn12
 : 1.2 | 7 | 6 | -0.2
[45] COc1ccc(C2CCN(Cc3nnnn3C3CCCC3)CC2)cc1
 : -0.1 | 20 | 8 | 0.9
[46] O=C(Nn1cnnc1)c1ccc(Cl)cc1[N+](=O)[O-]
 : -1.3 | 12 | 7 | 0.0
[47] Cc1ccc(S(=O)(=O)n2c(C)nc3cc([N+](=O)[O-])ccc32)cc1C
 : -0.2 | 26 | 3 | 0.4
[48] COc1cccc(CN2C(=O)C3C(C(=O)Nc4cc(C)cc(C)c4)C4C=CC3(O4)C2C(=O)NC2CCCC(C)C2C)c1 (centres undefined)
 : -1.4 | -9 | -5 | -0.2
[49] CC1=NNC(=O)C1CCC(=O)N/N=C/c1ccc(Cl)cc1 (centres undefined)
 : 1.4 | 6 | 7 | 0.1
[50] O=C(c1ccco1)N1CCN=C1SCc1cccc(Cl)c1
 : 0.1 | 2 | 13 | 0.1
[51] c1nnn(C23CC4CC(CC(C4)C2)C3)n1
 : -0.4 | 0 | 7 | 0.1
[52] Cn1c(=O)c2nc3ccc(N)cc3nc2n(C)c1=O
 : -0.8 | 4 | 9 | -0.3
[53] O=C(NCc1noc2ccccc12)N1CCN(Cc2ccccc2)CC1
 : 0.3 | 4 | -2 | 0.7
[54] CC1(C)Oc2ccc(Br)cc2C2CC(c3cccs3)=NN21 (centres undefined)
 : 0.6 | -11 | -54 | 0.1
[55] COc1ccc(C2=NN(c3nc(-c4cccc(N5C(=O)c6ccccc6C5=O)c4)cs3)C(c3ccco3)C2)cc1 (centres undefined)
 : -0.6 | 0 | 3 | 0.0
[56] Cc1cc(C)c(NC(=O)C2CC3CCCN3C23C(=O)Nc2ccccc23)c(C)c1 (centres undefined)
 : 2.8 | 5 | -4 | 0.1
[57] O=C(CSc1nnc2n(Cc3ccccc3)c(=O)c3c4c(sc3n12)CCCC4)c1ccccc1
 : 0.4 | 0 | -4 | 0.0
[58] CC1=C(C#N)C(=O)N(CCO)C(=O)/C1=C/c1ccc(-c2ccc(Br)cc2C(=O)O)o1
 : -0.4 | 1 | 1 | -0.4
[59] CC(=O)N1CC(C)Sc2cc(S(=O)(=O)N3CC=C(c4ccccc4)CC3)ccc21 (centres undefined)
 : 0.4 | 13 | 21 | 0.7
[60] O=C1Nc2ccccc2C1=Nc1ccc(N2C(=O)c3ccccc3C2=O)c(Cl)c1
 : 0.5 | -17 | -5 | 0.1

[61] CCCOc1ccccc1C1NC(=O)NC(C)=C1C(=O)OCC1CCCO1 (centres undefined)
[62] COc1ccc([N+](=O)[O-])cc1-c1ccc(/C=C2\SC(=S)NC2=O)o1
[63] CCc1ccc(/C=C2\C(=O)NN(c3ccccc3)C2=O)cc1
[64] Cc1cccc(N2C(=O)C3C(c4cc(Br)ccc4O)NC(C)(C(=O)O)C3C2=O)c1 (centres undefined)
[65] CC1(C)Cc2c(c(N3CCOCC3)nc3sc4c(Cl)nnnc4c23)CS1
[66] COc1ccc(NC(=O)COc2cccc3c2CCN(Cc2cccnc2)C3=O)cc1

| screen / no. | 61 | 62 | 63 | 64 | 65 | 66 |
| --- | --- | --- | --- | --- | --- | --- |
| GPR151 ag | 1.5 | -1.7 | 0.8 | -0.6 | 0.3 | 3.7 |
| MITF inh | 17 | 2 | -1 | 7 | 1 | -9 |
| TEAD-YAP block | 9 | -4 | -2 | 3 | -11 | 7 |
| FBW7 activator | 0.3 | 0.0 | 0.0 | 0.0 | -0.1 | 0.0 |

[67] Cc1c(C(=O)NCC2CCCO2)sc2ncn(CC(=O)Nc3cccc(C(F)(F)F)c3)c(=O)c12 (centres undefined)
[68] Cc1cc(-n2c(SCC(=O)Nc3nccs3)nc3ccsc3c2=O)ccc1Cl
[69] CN(C)CC1CCCCC1OC(=O)c1cc2ccccc2o1 (centres undefined)
[70] CC(C)(C)C(=O)NC(=S)N1CCCC1
[71] Cc1ccc(NC(=O)CCS(=O)(=O)c2ccc3c(c2)OCC(=O)N3)nc1
[72] COC(=O)CSc1nc(-c2ccccc2)nc2c1CCCC2

| screen / no. | 67 | 68 | 69 | 70 | 71 | 72 |
| --- | --- | --- | --- | --- | --- | --- |
| GPR151 ag | -0.5 | -1.8 | 3.2 | -1.1 | 0.7 | 0.4 |
| MITF inh | 16 | 6 | 8 | 12 | 9 | 7 |
| TEAD-YAP block | 2 | 3 | 10 | -4 | 0 | -7 |
| FBW7 activator | -0.1 | 0.6 | 0.0 | 0.3 | 0.1 | 0.3 |

[73] COc1ccc(-n2nc3cc(C)c(NC(=O)c4ccccc4)cc3n2)cc1
[74] Cc1cc(C)c(C#N)c(SCC(=O)Nc2sc3c(c2C#N)CCC3)n1
[75] CCCN(CCC)C(=O)c1cnn(-c2ccccc2)c1NC(=O)c1ccc(C)cc1
[76] CC(C)CNC(=O)c1cccc(NC(=O)CN2C(=O)c3ccccc3C2=O)c1
[77] O=C(NC1CCCC1)c1cc([N+](=O)[O-])ccc1Cl
[78] CCCCNC(=O)COc1cc(=O)n(C)c2ccccc12

| screen / no. | 73 | 74 | 75 | 76 | 77 | 78 |
| --- | --- | --- | --- | --- | --- | --- |
| GPR151 ag | -2.0 | -1.2 | -0.6 | -0.2 | 0.7 | -0.3 |
| MITF inh | 15 | 5 | 7 | -1 | -2 | 2 |
| TEAD-YAP block | 3 | 20 | 2 | -5 | 9 | 12 |
| FBW7 activator | 1.2 | 0.0 | -0.1 | 0.1 | 0.5 | -0.1 |

[79] O=C(Nc1cc([N+](=O)[O-])cc2c1C=Cc1ccccc1O2)C1CCCCC1
[80] COc1ccc(C2=NN(C(=O)c3ccc(Br)o3)C(c3ccc(C)cc3)C2)cc1 (centres undefined)
[81] CCOc1ccccc1CN1CCNC(=O)C1CC(=O)NCc1ccncc1 (centres undefined)
[82] Cc1ccc(C)c(C(=O)COC(=O)C(C)N2C(=O)c3ccccc3C2=O)c1 (centres undefined)
[83] COc1cc(C2CC(=O)N3CN(C)CSC3=C2C#N)cc(OC)c1OC (centres undefined)
[84] COc1ccc(-c2cnnn2-c2ccc(NC(=O)c3c(F)cccc3F)cc2)cc1OC

| screen / no. | 79 | 80 | 81 | 82 | 83 | 84 |
| --- | --- | --- | --- | --- | --- | --- |
| GPR151 ag | -0.4 | -1.4 | 0.4 | 0.0 | 4.0 | -0.3 |
| MITF inh | 14 | 7 | 2 | 4 | 14 | 9 |
| TEAD-YAP block | -15 | 10 | 9 | 13 | -5 | 4 |
| FBW7 activator | 0.2 | -0.1 | 0.0 | -0.1 | -0.1 | -0.1 |

[85] O=C(C1CC1)N(Cc1cccnc1)Cc1cc2cc3c(cc2nc1Cl)OCO3
[86] O=C(Cc1ccccc1)Nc1ccnn1C1CCN(Cc2ccc3c(c2)CCO3)CC1
[87] CCC(=O)N1CCc2cc(S(=O)(=O)CCC(=O)Nc3ccc(OC)cc3)ccc21
[88] CC(C)NC(=O)c1cn(C2CCCCC2)c(=O)c2c1c1ccccc1n2C
[89] Cc1sc2[nH]c(=S)n(CC(C)C)c(=O)c2c1C
[90] OCCC1CN(Cc2ccncc2)CCN1Cc1ccc(F)c(F)c1 (centres undefined)
[91] CCOC(=O)CNC(=O)c1ccc(OCC)c(OCC)c1

| screen / no. | 85 | 86 | 87 | 88 | 89 | 90 | 91 |
| --- | --- | --- | --- | --- | --- | --- | --- |
| GPR151 ag | 0.9 | 1.2 | 1.5 | 1.0 | -1.5 | -1.1 | 0.1 |
| MITF inh | 3 | 1 | 16 | -2 | 4 | 1 | -13 |
| TEAD-YAP block | -10 | 10 | 5 | 0 | 2 | 8 | -1 |
| FBW7 activator | 0.0 | -0.1 | 0.0 | 0.4 | 0.2 | -0.1 | 0.0 |
